Screening data deposited in PubChem by Fisher Drug Discovery Resource Center.
mcGAS lum: mouse cGAS inhibition by luminescence; recombinant cGAS, Kinase-Glo ATP depletion luminescence; inhibition, % at 12.5 µM; actives 0.15% (n = 160,000); AID 1259399;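 further: 0% = negative control wells and 100% = reference inhibitor with no enzyme activity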
hcGAS lum: human cGAS inhibition; Q8N884; recombinant h-cGAS, ATP depletion, Kinase-Glo luminescence; inhibition, % at 12.5 µM; actives 0.081% (n = 290,000);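 further: 0% = vehicle reaction and 100% = reaction without DNA for no activity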
Target sequence (Q8N884 whole entry, looked up): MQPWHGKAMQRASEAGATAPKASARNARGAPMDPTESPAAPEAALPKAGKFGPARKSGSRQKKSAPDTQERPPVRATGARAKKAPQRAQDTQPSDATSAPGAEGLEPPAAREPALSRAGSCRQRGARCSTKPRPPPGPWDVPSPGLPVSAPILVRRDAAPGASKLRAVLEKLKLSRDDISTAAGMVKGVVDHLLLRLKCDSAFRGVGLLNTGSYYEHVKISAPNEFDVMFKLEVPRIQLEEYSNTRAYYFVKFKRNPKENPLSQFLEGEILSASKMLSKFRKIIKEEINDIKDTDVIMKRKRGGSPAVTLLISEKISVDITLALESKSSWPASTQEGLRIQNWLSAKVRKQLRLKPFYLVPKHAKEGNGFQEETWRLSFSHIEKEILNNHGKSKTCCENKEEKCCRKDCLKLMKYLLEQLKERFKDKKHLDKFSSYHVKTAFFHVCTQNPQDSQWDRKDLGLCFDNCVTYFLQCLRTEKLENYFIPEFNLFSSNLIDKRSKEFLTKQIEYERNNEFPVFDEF
NPYLR7 agonist: activates Aedes aegypti NPYLR7 receptor | actives 0.15% (n = 270,000) | AID 1259423 | HEK293T NPYLR7/Galpha15, GCaMP6s calcium fluorescence | activation, % at 10 µM; in the data active means activation above about 40%;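 further: 0% = vehicle and 100% = reference agonist at the receptor; some compounds past the cut are filed as inactive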
The depositor's hits bear a star; . = no result given. Unless noted, no stated cut-off is given here; in the data, active means inhibition above about 40%; inactive means the rest.

SMILES | mcGAS lum | hcGAS lum | NPYLR7 agonist
S=C(NCc1cn2ccsc2n1)Nc1ccccc1 | . | -6 | -9
Cc1ccc(F)c(N2CCCC(NC(=O)N(C)C3CCOCC3)C2)c1 (stereo not drawn) | . | -7 | -24
Cc1cc(=O)n2c(n1)NC(N1CCCCC1)=NC2c1ccccn1 (stereo not drawn) | . | -2 | 13
Cc1cc(C(=O)OCc2cc(-c3ccc4c(c3)OCCO4)on2)c(C)o1 | . | -6 | -2
COc1cccc(CNc2nc(CN3CCOCC3)nc3sc4c(c23)CCC4)c1 | -5 | 0 | -5
Cc1ccc(S(=O)(=O)N2CCC(C(=O)OC3CCCCNC3=O)CC2)c(C)c1 (stereo not drawn) | . | -4 | 9
CCOC(=O)c1cc(-c2ccccc2C)n(-c2ccc(C(=O)NCCc3cccs3)cc2)n1 | -5 | -2 | 6
CCOc1ccc2c(c1)C(C)=CC(C)(C)N2C(=O)CNC(C)(C)C | -8 | -13 | 1
CCOC(=O)Cc1n[nH]c(=S)n1C1CCCCC1 | . | -2 | 6
CCOC(=O)c1cc(-c2ccc(CC)cc2)n(C2CCN(C(=O)C(C)Oc3ccccc3)CC2)n1 (stereo not drawn) | -3 | -1 | 4
O=C(OC(C(=O)NC1CC1)c1ccccc1)C1CC(=O)N(c2ccccc2F)C1 (stereo not drawn) | -5 | -12 | 12
CCCCC(=O)N(C)c1c(CC)nc2c(OCC3CCCCC3)cccn12 | -2 | -4 | 4
C#CCOc1c(Cl)cc(/C=N\O)cc1Cl | -2 | -5 | -3
COc1ccc(S(=O)(=O)N(C)CCCN2c3ccccc3CCc3ccccc32)cc1 | -4 | -6 | -7
CCC(=O)Nc1c(-c2ccccn2)nsc1C(=O)N1CCN(c2ccccc2C)CC1 | 1 | 2 | -9
Cn1c(=O)[nH]c(=O)c2c1nc(CN1CCN(c3cccc(Cl)c3)CC1)n2CCN1CCOCC1 | . | -3 | 1
Cc1ccccc1-n1ncc2c1ncn1c(C3CCCCC3)nnc21 | -3 | -4 | -4
COCCCN(CC(=O)N(CCc1ccc(OC)c(OC)c1)Cc1ccc(C)s1)C(=O)Nc1c(Cl)cccc1Cl | -5 | 0 | -5
CCS(=O)(=O)c1cccc(C(=O)N(CCCN(C)C)c2nc3c(F)cc(F)cc3s2)c1 | 1 | -1 | -5
CN(CCc1cn[nH]c1)CC(=O)Nc1nc(C(C)(C)C)cs1 | . | 5 | 1
Cc1nc(C(=O)Nc2cccc(CS(=O)(=O)C3CCCCC3)c2)cs1 | -16 | -3 | 0
C/C(=N/Nc1cc(Cl)nc(C)n1)c1ccccc1 | . | -2 | -12
Cc1csc(C(C)(C)NCc2csc(-c3ccccc3F)n2)n1 | -5 | 0 | 5
CC(C)Cc1ncc2c(n1)CN(C(=O)c1cncc(Cl)c1)C2 | -11 | -5 | 1
CCOc1ccc(C(=O)NCCc2csc3nc(-c4cccc(C)c4)nn23)cc1OCC | -8 | -5 | 4

The results go on:
SMILES | mcGAS lum | hcGAS lum | NPYLR7 agonist
CCCc1nnc(N[C@H]2CN(C(C)C)C[C@@H]2O)o1 | -3 | 0 | .
CCn1c(-c2ccoc2C)n[nH]c1=S | . | -2 | 3
CSCCNCc1c(C(=O)N(C)C)nc2ccc(Cl)cn12 | . | -3 | 14
O=C(Nc1ccc(OCC2CCCO2)cc1)N1CCc2ccccc2C1 (stereo not drawn) | . | -13 | -18
CCOCCCn1c(NS(=O)(=O)N(C)C)nc2ccccc21 | -15 | -6 | 6
CN(C)c1ccc(C(=O)Nc2cc(N3CCOC3=O)ccc2F)cc1F | . | -7 | -1
O=[N+]([O-])c1cc(Cl)ccc1NS(=O)(=O)c1cccc(C(F)(F)F)c1 | -1 | -4 | 0
Cc1nc(-c2ccccc2)ccc1C(=O)NC(C)C1CC1 (stereo not drawn) | . | -17 | -1
COc1ccccc1NC(=O)c1nn(C)cc1Br | -1 | 1 | -16
C[N+]1(C)CCC[C@H]1C(=O)O | . | -3 | -3
Cc1cccc(NC(=O)C2CCN(c3ccc(-c4ccc(F)cc4)nn3)CC2)n1 | -4 | 2 | -10
CCOc1ccc(-n2cc(C(=O)OCc3ccc(N4CCCC4=O)cc3)c3ccccc3c2=O)cc1 | -4 | -4 | -6
Cc1ccccc1-n1c(SCc2c(F)cccc2Cl)nnc1-c1ccc(F)cc1 | -5 | 0 | .
CC1c2cc(O)c(O)cc2CCN1C(=O)Nc1cccc(F)c1 (stereo not drawn) | . | -2 | -7
COc1ccc(OC)c(C2CCCN2C(=O)C=Cc2ccc(Cl)c([N+](=O)[O-])c2)c1 (stereo not drawn) | . | -2 | 4
CCOc1ccc(-n2nnc3c(N4CCN(C(=O)COc5ccc(Cl)cc5)CC4)ncnc32)cc1 | -8 | -8 | -3
Cc1csc(=NC(C)C)n1/N=C\C(C)c1ccccc1 (stereo not drawn) | . | -7 | 0
CS(=O)(=O)c1ccc2nc(NC(=O)CCC(=O)O)sc2c1 | -7 | -6 | -11
COc1cc(C(=O)NCc2ccco2)cc(OC)c1OC | -5 | -5 | -4
Cc1ccc2ccccc2c1CN1CCC(N2CCCC2=O)CC1 | 0 | 1 | 0
CCN(CC)C1CCN(C(=O)c2ccc(OC3CCN(Cc4ccccn4)CC3)cc2)C1 (stereo not drawn) | -5 | -8 | -2
Cc1cc(C)c2c(c1)NC(=O)C2CC(=O)NCc1cnn2ccccc12 (stereo not drawn) | -11 | -5 | -1
COc1ccc(-c2cnnc(N3CCN(CC(=O)NC(C)C)CC3)n2)cc1 | -3 | -2 | -6
COc1ccccc1-c1nc(Cn2nnc(C(=O)Nc3ccc(C)cc3C)c2C)c(C)o1 | -10 | -5 | 4
CCNC(=O)N1CCC(NC(=O)c2cc(CC(C)C)nn2C)CC1 | -11 | -3 | 11

New compounds follow:
SMILES | mcGAS lum | hcGAS lum | NPYLR7 agonist
Cc1cc(C)cc(NC(=O)CSc2nc3[nH]ncc3c(=O)[nH]2)c1 | . | -9 | -3
C=CCN1C[C@@H]2C[C@@H](C(N)=O)N(C(=O)C3CCCC3)c3cccc(c32)S1(=O)=O | -8 | 4 | 2
CC(O)CN(CC(=O)N1CCc2ccccc21)c1ccccc1 (stereo not drawn) | . | -19 | -1
C=CCNCC(=O)N1CCc2sccc2C1c1ccc(Cl)cc1 (stereo not drawn) | . | -3 | 0
Cc1ccc(CNC(=O)N2CCCC(C(F)(F)F)C2)cc1 (stereo not drawn) | -6 | -16 | -1
O=C(CSc1ncnc2c1oc1ccccc12)Nc1ccc(O)cc1 | -7 | -2 | 8
COc1ccc(N2C(=O)CSC2c2ccc(Br)s2)cc1 (stereo not drawn) | . | -5 | -5
O=C(Nc1ccc(Cl)cc1)c1cc2ccccc2oc1=O | -5 | -4 | -1
O=C(Nc1ccccc1Cl)c1ncccc1C(O)c1ccccc1 (stereo not drawn) | -9 | 6 | 1
CCOCCCNC(=O)c1cc(NC(=O)C(Cl)c2ccccc2)ccc1N1CCC(Cc2ccccc2)CC1 (stereo not drawn) | -4 | -4 | 1
COc1ccc2nc(NC(=O)C3CCCN(C(=O)C(C)C)C3)sc2c1 (stereo not drawn) | . | -11 | 2
COc1ccc(-c2cccc(-c3ccc(NC(=O)c4c(F)cccc4F)cc3)n2)cc1 | -4 | -2 | 1
CSC(C)C(=O)NC1CCN(c2ncnc3nc[nH]c23)CC1 (stereo not drawn) | . | -9 | 4
CCCOc1ccccc1C1C(C(=O)OC)=C(C)NC2=C1C(=O)CC(c1ccccc1)C2 (stereo not drawn) | . | -1 | 8
OC(CNc1ccc2nncn2n1)COc1ccccc1 (stereo not drawn) | . | 0 | -8
Cc1cc(Br)cc(C)c1OC(C)C(=O)Nc1ccc(S(=O)(=O)N(C)C)cc1 (stereo not drawn) | . | 11 | -3
CC1Oc2ccccc2OC1C(=O)NCc1ccnc(N2CCCC2)c1 (stereo not drawn) | . | -11 | 1
O=C(CN(c1ccccc1)S(=O)(=O)c1ccccc1F)NCC(F)(F)F | . | -5 | -3
Cc1cc(S(=O)(=O)N2CCCC(NC(=O)C(C)C)C2)ccc1F (stereo not drawn) | . | -10 | 10
COc1ccc(OCCN2CCC(C(=O)N(C)C(c3ccccc3C)c3ncccc3C)CC2)cc1 (stereo not drawn) | -3 | -4 | 19
O=C(Cn1cnc2c(Cl)cc(Cl)cc2c1=O)NC(=O)NCc1ccccc1 | -3 | -6 | 11
O=C(NC1CCCc2ccccc21)c1cncn1-c1ccc(-c2cc(C(F)(F)F)cc(C(F)(F)F)c2)cc1 (stereo not drawn) | -4 | 3 | 10
COc1ccc(C(=O)NCCCOc2cccc([N+](=O)[O-])c2)c(OC)c1 | 1 | 0 | -4
CCOC(=O)c1c(NC(=O)c2ccc(F)cc2)c(-c2ccc(OC)c(OC)c2)cn1Cc1ccccc1 | -5 | -3 | 6
NCCNc1ccc([N+](=O)[O-])cc1 | . | -3 | -3

Some of the entries above, set out differently.
SMILES	mcGAS lum	hcGAS lum	NPYLR7 agonist
S=C(NCc1cn2ccsc2n1)Nc1ccccc1	.	-6	-9
Cc1ccc(F)c(N2CCCC(NC(=O)N(C)C3CCOCC3)C2)c1 (stereo not drawn)	.	-7	-24
Cc1cc(=O)n2c(n1)NC(N1CCCCC1)=NC2c1ccccn1 (stereo not drawn)	.	-2	13
Cc1cc(C(=O)OCc2cc(-c3ccc4c(c3)OCCO4)on2)c(C)o1	.	-6	-2
COc1cccc(CNc2nc(CN3CCOCC3)nc3sc4c(c23)CCC4)c1	-5	0	-5
Cc1ccc(S(=O)(=O)N2CCC(C(=O)OC3CCCCNC3=O)CC2)c(C)c1 (stereo not drawn)	.	-4	9
CCOC(=O)c1cc(-c2ccccc2C)n(-c2ccc(C(=O)NCCc3cccs3)cc2)n1	-5	-2	6
CCOc1ccc2c(c1)C(C)=CC(C)(C)N2C(=O)CNC(C)(C)C	-8	-13	1
CCOC(=O)Cc1n[nH]c(=S)n1C1CCCCC1	.	-2	6
CCOC(=O)c1cc(-c2ccc(CC)cc2)n(C2CCN(C(=O)C(C)Oc3ccccc3)CC2)n1 (stereo not drawn)	-3	-1	4
O=C(OC(C(=O)NC1CC1)c1ccccc1)C1CC(=O)N(c2ccccc2F)C1 (stereo not drawn)	-5	-12	12
CCCCC(=O)N(C)c1c(CC)nc2c(OCC3CCCCC3)cccn12	-2	-4	4
C#CCOc1c(Cl)cc(/C=N\O)cc1Cl	-2	-5	-3
COc1ccc(S(=O)(=O)N(C)CCCN2c3ccccc3CCc3ccccc32)cc1	-4	-6	-7
CCC(=O)Nc1c(-c2ccccn2)nsc1C(=O)N1CCN(c2ccccc2C)CC1	1	2	-9
Cn1c(=O)[nH]c(=O)c2c1nc(CN1CCN(c3cccc(Cl)c3)CC1)n2CCN1CCOCC1	.	-3	1

Later entries:
SMILES | mcGAS lum | hcGAS lum | NPYLR7 agonist
CCOC(=O)c1nn(-c2ccc(C)cc2)c(=O)cc1OCc1ccccc1 | . | -1 | 2
COc1ccccc1C(=O)NCCn1ncc2c(N3CCOCC3)nc(SC)nc21 | -4 | -4 | .
O=C(O)CN1C(=O)/C(=C\c2cc(Cc3ccccc3)cc([N+](=O)[O-])c2O)SC1=S | 25 | -9 | 20
COc1cc(CNC(=O)c2ccc(-c3n[nH]c4c3COc3ccccc3-4)cc2)cc(OC)c1 | 1 | -2 | .
Cc1cccc2c1C(=O)NC1(CCN(C(=O)c3ccc(Cl)cc3)CC1)N2 | -6 | -10 | 4
CC(C)c1cnc2c(c1SCC(=O)Nc1ccc(C(N)=O)cc1)c(=O)n(C)c(=O)n2C | 1 | 6 | 1
Cn1c(SCC(=O)Nc2nccs2)nnc1-c1ccc(=O)n(C)c1 | . | -5 | 4
O=C(Nc1cnc2n1CCCC2)C1(S(=O)(=O)c2ccccc2)CC1 | . | -10 | -5
CN=c1scc(-c2ccc(Cl)cc2)n1N=Cc1ccc([N+](=O)[O-])o1 | . | -18 | 1
CCC(CC1CCCC1)C(=O)O (stereo not drawn) | . | -8 | 13
O=c1oc2c3c(ccc2cc1-c1ccccc1)OCN(C1CCS(=O)(=O)C1)C3 (stereo not drawn) | -5 | -2 | 18
Nc1ncnc2nc(Sc3ncnc4ccccc34)[nH]c12 | -1 | 4 | 11
Cc1cccc(CN2CCN(C(=O)c3cn(C4CCCCC4)nn3)CC2=O)c1 | . | -10 | 4
Cc1ccc(F)cc1C(=O)N1CCC(C(F)(F)F)(C(F)(F)F)C1 | . | -9 | 2
COc1ccccc1C(C)N(C)C(=O)Nc1ccc(N2CC(C)OC(C)C2)c(F)c1 (stereo not drawn) | -6 | 0 | 9
Cc1cc2nc(-c3cc(NC(=O)c4ccccc4[N+](=O)[O-])ccc3Cl)oc2cc1C | -3 | -2 | 1
COc1ccc(C(=O)N2CCN(C(C(=O)Nc3ccc(Cl)cc3)C3CCCC3)CC2)cc1 (stereo not drawn) | -3 | -1 | -3
Cc1noc(C)c1-c1nc2c([nH]1)CC(c1ccc(Cl)cc1)CNC2=O (stereo not drawn) | 1 | 3 | 0
O=c1ccc(-c2cccs2)nn1CCNS(=O)(=O)c1cccc(C(F)(F)F)c1 | -7 | -2 | 2
Cn1nc(-c2ccc(NS(=O)(=O)c3cccs3)cc2)ccc1=O | -4 | -4 | 0
Cc1ccccc1-n1nc(C(C)(C)C)cc1NC(=O)CN(CCc1ccccc1)C(=O)c1cccs1 | 0 | 4 | -1
